# KDM5B inhibitor – blocks human KDM5B histone demethylase activity | Q9UGL1 | KDM5B demethylase, FDH-coupled NADH fluorescence (FDH is formaldehyde dehydrogenase) | Potency, µM (doses to about 57.7 µM), without a hit: top-dose activity change, negative = inhibition, actives largely listed as inhibitors | 2.6% of 220,000 active | AID 1347165; active = well fitted inhibition curve with a large enough effect; inconclusive = small, poorly fitted or top-dose-only effect; inactive = no such curve, though single readings can be large or run the other way; also: 0% is about no effect; nearly all actives have a fitted effect of over 70% in size
# Target sequence (Q9UGL1 whole entry, looked up): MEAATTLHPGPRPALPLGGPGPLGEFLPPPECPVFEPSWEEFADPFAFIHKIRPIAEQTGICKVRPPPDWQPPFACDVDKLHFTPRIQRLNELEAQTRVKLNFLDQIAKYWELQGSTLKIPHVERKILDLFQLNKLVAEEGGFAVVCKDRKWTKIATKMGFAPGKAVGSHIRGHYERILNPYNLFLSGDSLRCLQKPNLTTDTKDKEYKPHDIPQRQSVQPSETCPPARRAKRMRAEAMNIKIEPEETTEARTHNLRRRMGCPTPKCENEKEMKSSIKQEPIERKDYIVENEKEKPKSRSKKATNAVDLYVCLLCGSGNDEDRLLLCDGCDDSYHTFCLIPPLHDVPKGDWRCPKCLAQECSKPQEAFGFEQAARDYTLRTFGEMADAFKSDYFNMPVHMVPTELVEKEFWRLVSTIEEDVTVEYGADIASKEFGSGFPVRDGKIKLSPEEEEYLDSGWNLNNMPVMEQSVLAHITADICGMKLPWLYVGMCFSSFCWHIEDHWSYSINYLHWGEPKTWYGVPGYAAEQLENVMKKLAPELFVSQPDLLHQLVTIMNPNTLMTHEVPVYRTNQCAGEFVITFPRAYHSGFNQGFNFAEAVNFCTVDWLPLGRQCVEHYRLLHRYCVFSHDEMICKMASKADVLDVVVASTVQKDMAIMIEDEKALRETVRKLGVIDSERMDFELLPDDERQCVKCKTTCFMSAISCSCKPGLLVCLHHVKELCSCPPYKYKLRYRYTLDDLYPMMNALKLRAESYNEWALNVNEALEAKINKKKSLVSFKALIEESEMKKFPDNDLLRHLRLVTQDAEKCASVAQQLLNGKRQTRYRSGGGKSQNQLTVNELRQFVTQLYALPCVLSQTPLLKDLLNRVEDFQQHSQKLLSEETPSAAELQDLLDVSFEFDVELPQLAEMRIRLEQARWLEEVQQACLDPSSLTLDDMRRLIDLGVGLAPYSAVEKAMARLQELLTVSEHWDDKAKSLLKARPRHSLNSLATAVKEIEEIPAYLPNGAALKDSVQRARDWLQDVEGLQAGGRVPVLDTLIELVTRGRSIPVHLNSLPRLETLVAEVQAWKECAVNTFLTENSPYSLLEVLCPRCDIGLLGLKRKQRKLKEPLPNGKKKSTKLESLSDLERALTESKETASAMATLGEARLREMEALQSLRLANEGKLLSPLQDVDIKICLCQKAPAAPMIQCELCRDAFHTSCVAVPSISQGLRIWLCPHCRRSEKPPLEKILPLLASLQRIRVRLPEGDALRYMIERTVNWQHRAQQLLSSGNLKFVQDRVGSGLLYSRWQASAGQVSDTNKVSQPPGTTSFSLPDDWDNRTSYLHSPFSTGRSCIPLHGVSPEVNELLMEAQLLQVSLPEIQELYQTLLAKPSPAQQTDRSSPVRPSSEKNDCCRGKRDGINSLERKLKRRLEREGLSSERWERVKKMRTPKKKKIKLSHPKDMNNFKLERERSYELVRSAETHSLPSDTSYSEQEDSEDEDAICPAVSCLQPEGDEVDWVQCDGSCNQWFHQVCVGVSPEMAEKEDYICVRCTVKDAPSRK
#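 Measured: NADH fluorescence change, 30 min, RT. System: KDM5BΔAP 200 nM final, H3K4me3 peptide, α-KG, Fe(II), ascorbate, NAD⁺ plus FDH, pH 7.5 HEPES. Compounds: titrated, 10 min pre-incubation with enzyme.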
# * marks the source's active call; other numbers are inactive results; u = inconclusive; [ ] = another dose, or the depositor's remark. Potency is read from the fitted curve at half-maximal effect. A portion of the library; rates above refer to the full screens.
SMILES,KDM5B inhibitor
CN(C)S(=O)(=O)N1CCOc2ccc(CCC(=O)NCC3CC3)cc2C1,11%
O=c1[nH]c2ccccc2c(-c2ccccc2)c1Sc1nc2ccccc2o1,u
O=C(CNC(=O)c1ccccc1)OCc1cc(=O)oc2cc(O)ccc12,u
Cn1cc(CCNC(=O)CC2C(=O)NCCN2CC(c2ccccc2)c2ccccc2)cn1 (centres undefined),-35%
FC(F)(F)c1cnc(Sc2ncc(C(F)(F)F)cc2Cl)c(Cl)c1,-10%
COc1ccc(-c2nc3cc(NC(=O)CC(C)C)ccc3o2)cc1OC,u
COc1cccc(NC(=O)C2CCN(C(=O)N3CC4CC(C3)[C@H]3CCCC(=O)N3C4)CC2)c1 (some centres undefined),-29%
COc1ccc(-c2noc([C@@H]3CCCN3C(=O)COc3cccc(C)c3)n2)cc1,0%
Cc1nc2nc(NCc3ccc(Cl)cc3)[nH]n2c(=O)c1CCC(=O)Nc1ccc2ccccc2c1,14%
COc1ccc(Cn2c(=O)[nH]c3cc(C(=O)N4CCN(c5cc(C)ccc5C)CC4)ccc3c2=O)cc1,2%
Cc1ccc(N(C(=O)c2snc(C(N)=O)c2N)C(CC(C)C)C(=O)NC2CCCC2)cc1 (centres undefined),u
CCN1C(=O)C2CC3(CCN(Cc4cccc(OC(F)(F)F)c4)CC3)CN2C1=O (centres undefined),-7%
CN(Cc1ccccc1)S(=O)(=O)c1ccc2c(c1)NC(=O)CS2,17%
C[C@@H](c1ccccc1)N1C(=O)[C@@H]2CN(C(=O)c3ccccc3)CCN2C1=O,7%[86.2 µM]
N#Cc1c(N)n[nH]c1CCCNC(=O)c1ccc(-c2ccccc2)cc1,1%
Cc1ccc(C(=O)N2C[C@@H](Oc3ccccc3)C[C@H]2C(=O)NC2CC2)s1,-2%
O=S(=O)(c1ccc(Cl)cc1)c1nnn2c1nc(NCc1ccc(F)cc1)c1ccccc12,u
O=C1CCN(S(=O)(=O)c2ccccc2)CCCN(C(=O)c2ccco2)CCN1,-12%
O=C(Nc1ccc(CN2CCS(=O)(=O)CC2)cc1)c1ccccc1,-7%
O=S1(=O)c2ccccc2C(O)C(Cc2ccncc2)N1CCO (centres undefined),10%
COc1cccc(NC(=O)CC2CCCN(c3cn[nH]c(=O)c3)C2)c1 (centres undefined),18%
CN1CC(=O)N(C2CCNC2)Cc2c1ncnc2N1CCC(N2CCCCC2)CC1 (centres undefined),u
CCc1ccc2oc(-c3cc(NC(=O)C(C)C)cc(C)c3O)nc2c1,-10%
c1ccc(-c2nc(-c3ccncc3)n[nH]2)nc1,-3%
CCN(CC)c1cc(C)c2cc(NC(=O)/C=C/c3cc(OC)c(OC)c(OC)c3)ccc2n1,17%
Cc1nn2c(ncc3c(=O)[nH]ccc32)c1-c1ccc(F)cc1,21%
CCOc1ccc(CCNC(=O)C2CCN(C(=O)N3CC(CC)Oc4ccc(C)cc43)CC2)cc1 (centres undefined),-35%
O=C(Cc1ccc(N2CCCC2=O)cc1)N[C@@H](Cc1ccccc1)c1nc2ccccc2[nH]1,1%
N#CC1(NC(=O)CN(CCCO)CC(F)(F)F)CCCCCC1,8%
O=Cc1cccc(N2CCN(C(=O)N3CCCCC3)CC2=O)c1,-1%[149 µM]

# Reformatted with bars between the fields: 2 of the compounds above
mol | KDM5B inhibitor
CCN(CC)c1cc(C)c2cc(NC(=O)/C=C/c3cc(OC)c(OC)c(OC)c3)ccc2n1 | 17%
O=C(Cc1ccc(N2CCCC2=O)cc1)N[C@@H](Cc1ccccc1)c1nc2ccccc2[nH]1 | 1%

# (more compounds)
SMILES,KDM5B inhibitor
CC1CCN(S(=O)(=O)c2cn(CC(=O)Nc3ccc(F)cc3)c(=O)c3ccccc23)CC1,-14%
CN(CC(O)CO)c1ncc(C(C)(C)C(=O)O)c(N2CCOCC2)n1 (centres undefined),-7%
CCCN(CC1CCOC1)C(=O)c1ccc(C(F)(F)F)cc1 (centres undefined),10%
CC(C)(C)C1CCC(C(=O)OCC(=O)c2ccc(Cl)c(Cl)c2)CC1 (centres undefined),-4%
Cc1cc2c(c(=O)n(-c3ccccc3)c(=O)n2CC(=O)Nc2cccc(F)c2)n1C,12%
CCc1ccccc1NC(=O)CN(c1ccc(OC)cc1)S(=O)(=O)c1c(C)n[nH]c1C,7%
CSc1nnc2c(n1)OC(c1ccc3c(c1)OCO3)N(C(C)=O)c1ccccc1-2 (centres undefined),0%
Cc1nc(-c2cccc(Cl)c2)n(CC(=O)Nc2ccc3c(c2)OCO3)c(=O)c1CCO,0%
Cn1nc(C(C)(C)C)cc1C(=O)NNC(=O)c1ccc(C(F)(F)F)cc1,37%
Cc1ccc(-c2nc(CS(=O)(=O)CC(=O)NCc3ccc(Cl)cc3)c(C)o2)cc1,6%

# Two entries from above in another layout.
structure | KDM5B inhibitor
N#Cc1c(N)n[nH]c1CCCNC(=O)c1ccc(-c2ccccc2)cc1 | 1%
Cc1ccc(C(=O)N2C[C@@H](Oc3ccccc3)C[C@H]2C(=O)NC2CC2)s1 | -2%

# The list goes on.
SMILES,KDM5B inhibitor
Cc1ccccc1NC(=O)CSC1=NS(=O)(=O)c2ccccc2N1Cc1ccccc1,27%
Cc1noc(C)c1-c1cc2c(c(-c3cccc(CO)c3)c1)C(=O)N(C)C2,-16%[86.2 µM]
CC(=O)Nc1ccc(NC(=O)CSCc2nc3ccccc3c(=O)[nH]2)cc1,13%
CCCCNC(=O)c1cccc(N)c1,u
C[C@@H](NC(=O)c1cccn1C)c1c(-c2ccc(F)cc2)noc1C(=O)O,u
Cc1nccn1CC(=O)N1C[C@@H](COCC2CC2)[C@H](c2ccccn2)C1,14%
CC(Nc1ccc(-c2nc(-c3ccco3)no2)cc1[N+](=O)[O-])c1ccccc1 (centres undefined),-7%
O=C(O)C(CCCCCCCCCCCO)C(=O)O,-25%
COCCn1c(=O)c2c(nc(-n3nc(C)cc3C)n2Cc2ccccc2)n(C)c1=O,14%
Cc1cccc(CC(=O)N2CC(=O)Nc3ccc(C)cc3C2c2ccc(F)cc2)c1 (centres undefined),-3%
Cc1ccc(NC(=O)CSc2nnc(-c3ccccn3)n2N)cc1F,23%
CC1(C(=O)O)CCN(C(=O)c2ccc(C(F)(F)F)cc2)CC1,-15%[149 µM]
COc1ccc(CNC(=O)CN2C(=O)COc3ccc(S(=O)(=O)N4CCC(C)CC4)cc32)cc1,-29%
Cc1cc(CNC(=O)NCc2coc(-c3cccs3)n2)ccc1F,3%
CCOc1ccccc1OCCC(=O)Nc1cccc2cccnc12,-1%
O=C(c1ccccc1)N1CCN2C(=O)N(Cc3ccccc3)C(=O)[C@H]2C1,23%[86.2 µM]
COc1ccccc1NC(=O)NNC(=O)c1ccc2ccccc2c1,12%
CCc1nn2c(=O)cc(COC(=O)c3ccc(NC(=O)COc4ccc(C)cc4)cc3)nc2s1,u
O=C1OCCN1CCNc1ccc(-c2nc(-c3ccccc3F)no2)cn1,28µM*
CCOC(CNC(=O)c1ccc2c(c1)ncn2-c1ccccc1OC)OCC,12%
O=C1N[C@@H]2CCN(S(=O)(=O)c3ccc(Cl)cc3)[C@@H]2C(=O)N1c1ccccc1,-14%[86.2 µM]
O=c1c2ccccc2c(C=Nc2ccc(O)cc2)c(O)n1Cc1ccccc1,-1%
CC1CCN(C(=O)CN2c3ccc(C(C)C)cc3-c3ccccc3S2(=O)=O)CC1,-12%
Cc1ccc(-c2csc(N=C(N)N)n2)c(C)c1,-2%
COc1ccc(NCc2cccn2-c2nnc(N3CCCCC3)s2)cc1OC,u
Cc1ccc(SC(C)C(=O)NC2CC2)cc1 (centres undefined),-2%
O=C(Nc1ccc(NC(=O)C2CC2)cc1)c1ccco1,-7%
CC(=O)N1CCC(C(=O)NCC2CCN(c3cc(-c4ccc(Cl)cc4)[nH]n3)CC2)CC1,0%
O=C(c1ccccc1OCC1CCCN(Cc2ccncc2F)C1)N1CCCCC1 (centres undefined),-23%
CNS(=O)(=O)c1ccc(C(=O)NCC2(c3ccccc3)CC2)cc1,1%

# Ordered by length of the SMILES (rising): part of the list above
SMILES,KDM5B inhibitor
O=C(O)C(CCCCCCCCCCCO)C(=O)O,-25%
CCOc1ccccc1OCCC(=O)Nc1cccc2cccnc12,-1%
Cc1cc(CNC(=O)NCc2coc(-c3cccs3)n2)ccc1F,3%
Cn1nc(C(C)(C)C)cc1C(=O)NNC(=O)c1ccc(C(F)(F)F)cc1,37%
Cc1ccccc1NC(=O)CSC1=NS(=O)(=O)c2ccccc2N1Cc1ccccc1,27%
Cc1cccc(CC(=O)N2CC(=O)Nc3ccc(C)cc3C2c2ccc(F)cc2)c1 (centres undefined),-3%
COc1ccc(Cn2c(=O)[nH]c3cc(C(=O)N4CCN(c5cc(C)ccc5C)CC4)ccc3c2=O)cc1,2%

# Additional structures follow.
SMILES,KDM5B inhibitor
CC(C)c1nc2c(c(-c3ccc(O)cc3)n1)CN(C(=O)Nc1ccccc1)CC2,-14%
Fc1cccc(C2CCCCCN2Cc2cn(-c3ccccc3)nn2)c1 (centres undefined),-13%
Cn1nccc1CN1CC2(C1)NC(=O)c1ccccc1O2,6%[86.2 µM]
Cc1ccc(CNC(=O)C(=O)c2cn(CC(=O)N3CCCC3)c3ccccc23)cc1,u
Cn1nc2n(c1=O)CCN(C(=O)CC1=CCCCC1)CC2,-7%
Cc1ccc(C)c(Oc2ccc(CNC(=O)c3nccnc3N)cn2)c1,u
CCNC(=O)[C@@H]1C[C@H](NC(=O)c2ccc[nH]2)CN1C(=O)Cc1cc(C)no1,-15%
CCC(C)c1ccccc1NC(=O)c1cc(C)nc2ccccc12 (centres undefined),-1%
CCO[C@H]1C[C@@H](O)C12CCN(C(=O)c1cc(C(F)(F)F)[nH]n1)CC2,25%
O=C(CCCCn1c(=O)c2ccccc2n(Cc2cccc(F)c2)c1=O)NCc1ccc2c(c1)OCO2,-2%

# With a hit mark in KDM5B inhibitor (from the list above):
SMILES,KDM5B inhibitor
O=C1OCCN1CCNc1ccc(-c2nc(-c3ccccc3F)no2)cn1,28µM*

# (further entries)
SMILES,KDM5B inhibitor
COCCCNC(=O)c1cc(C2CC2)nc2onc(C3CCCNC3)c12 (centres undefined),u
COc1ccc(NC(=O)CCS(=O)(=O)c2nc(-c3ccc4c(c3)OCO4)cc(C(F)(F)F)n2)cc1OC,u
CCCN1C(=O)C(Cc2nc3ccccc3c(=O)n2CC)c2cc(Br)ccc21 (centres undefined),-29%
Cc1cccc(CSc2ncc(Cl)c(C(=O)Nc3nc4ccc(F)cc4s3)n2)c1,-18%
O=C(C1CC1)N1CCC(Cc2noc(-c3ccccc3)n2)C1 (centres undefined),26%
CCOC(=O)C1=C(C)N=C2SC=C(CC(=O)NCC3CCCO3)N2C1c1ccccc1F (centres undefined),-7%
O=C(NC1CCCN(c2cc(-c3ccc(F)cc3)[nH]n2)C1)c1ccc(F)cc1Cl (centres undefined),-14%
CC(C)c1ccc(NC(=O)N[C@H]2CO[C@H]3[C@@H]2OC[C@H]3O)cc1,12%[86.2 µM]
CC(=O)Nc1ccc(NC(=O)CN2C(=O)CCc3cc(S(=O)(=O)N4CCCCC4)ccc32)cc1,8%
O=C(c1cnc(N2CCOCC2)c2ccccc12)N1CCN(c2ccc(F)cc2)CC1,-29%
CCCn1cc(-c2ccncc2)cc1C(=O)N1CCN(c2ccccn2)CC1,u
CSc1ccc(-c2nc3cnccn3c2NC2CCCCC2)cc1,u
Cc1ccc(NC(=O)CCC(=O)N/N=C/c2ccc(O)cc2)cc1,0%
COCCNC(=O)c1ccc(OC2CCN(Cc3ccc(C)s3)CC2)c(Cl)c1,2%
Cn1ncc2c(C(=O)NC3CC3)cc(-c3cccnc3)nc21,89µM*
CC(C)C(=O)Nc1nnc(-c2ccco2)s1,u
CCn1cc(C(=O)N2CC(COC)C3(CCNCC3)C2)cn1 (centres undefined),u
CCCOc1ccc(CNC(=O)C2=C(c3ccccc3)c3cc(Cl)ccc3S(=O)(=O)N2C)cc1,-11%
CC(=O)N1Cc2ccccc2OC2(CCN(C(=O)c3ccc4[nH]ccc4c3)CC2)C1,-2%[115 µM]
COc1ccccc1/C=C/C(=O)OCC(=O)N1c2ccccc2CC1C (centres undefined),u
Cc1ccc(CSc2oc(-c3cccs3)nc2S(=O)(=O)c2ccccc2)cc1,-10%
O=C(CCc1ncc(-c2ccc(Cl)cc2)o1)N1CCC(Cc2ccccc2)CC1,-6%
O=C(CN1CCCCCC1)Nc1ccc(Cl)cc1F,-12%
O=C(O)c1cccc2c1C(=O)C(CC1CCCO1)N2 (centres undefined),25%
N#Cc1cccc(C(=O)N2CC(COc3ccccc3)C3(C2)CN(c2ccccc2)C3)c1 (centres undefined),35µM*
CC(OC(=O)c1cc2cc(F)ccc2s1)C(=O)N1CCNC1=O (centres undefined),u
CCOc1ccccc1C(=O)Nc1nc2c(s1)CC(C)CC2 (centres undefined),-18%[11.5 µM]
COc1ccc(CNc2ncncc2-c2nc(-c3ccccc3)no2)cc1,-11%
CCn1cc(S(=O)(=O)NCCc2noc(COC)n2)cn1,-20%
CCc1ccc(CN(Cc2ccco2)C(=O)c2ccccc2)cc1,-6%
CCSc1nnc2c(n1)OC(c1ccc(C)s1)Nc1ccccc1-2 (centres undefined),71%[activator]
COCCOCC(=O)N1CCCN(C(=O)C2CC2)C(c2ccccc2)CC(=O)NCC1 (centres undefined),-16%
O=C(OCc1ccc(Cl)cc1Cl)C1CCC1,4%
CCN(CC)CCNC(=O)CCc1c(C)nc2c(c(C)nn2-c2ccc(C)c(C)c2)c1C,u
CS(=O)(=O)N1CCN(c2ccc(NCc3ccccc3)nn2)CC1,u
NC(=O)c1ccc(NC(=O)c2ccccc2CSc2nc3ccccc3o2)cc1,-6%
CCCC(=O)N1Cc2ccccc2CC2(CCCN2Cc2ccncc2)C1 (centres undefined),u
Cc1cc(C(=O)N2C[C@@H](CN(C)C)[C@@H](CO)C2)cs1,-18%
Cc1cccc(CSc2cn(CC(=O)N3CCCC3)c3ccccc23)c1,u
CC(C)n1cnnc1CC1CCCN(C(=O)c2n[nH]c3ccccc23)C1 (centres undefined),3%
NC(=O)C1CCN(C(=O)COc2ccc3ccccc3c2Br)CC1,-2%

# Screening data as filed in PubChem BioAssay.
